Screening data: PubChem BioAssay, several laboratories
SRC1 inh – inhibits human SRC1 coactivator | Q15788 | HEK293 GAL4-SRC1 luciferase reporter, luminescence | inhibition, % at 3.6 µM | 360,000 tested, 0.12% active | AID 588354;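 active = inhibition above the campaign mean plus 3 SD, with each screening campaign given its own cutoff, cut at about 60% in these data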;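 also: 0% = DMSO treated cells and 100% = gossypol at 36 µM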
CF NFkB block – blocks PAF-induced NF-kB reporter in cystic fibrosis cells; KKLEB NF-kB-GFP reporter, GFP fluorescence overnight; inhibition, % at 5 µM; 360,000 tested, 0.86% active; AID 588850;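 active = at least 50% inhibition at 5 µM, scaled per plate between neutral and stimulator controls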;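 also: PAF is a Pseudomonas aeruginosa culture filtrate used as stimulus; plate controls were PAF-stimulated DMSO wells for no effect and unstimulated DMSO wells for full effect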
EBV LMP1 NFkB – Epstein-Barr LMP1 NF-kappaB reporter inhibition | inhibition, % at 12.5 µM | LMP1-induced NF-kappaB luciferase reporter cells, luminescence | 350,000 tested, 0.69% active; in the data active = inhibition above about 41%;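 also: 0% = neutral control wells and 100% = reference inhibitor control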
COUP-TFII inh – inhibitors of human COUP-TFII (NR2F2). AID 686940. inhibition, % at 8.6 µM. 370,000 tested, 0.7% active. HEK293T NGFI-A luciferase reporter, luminescence;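 active = inhibition above a per-plate cutoff, mean inhibition of test wells between control levels plus 3 SD, cut at about 38% in these data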;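 also: cells cotransfected with COUP-TFII expression vector driving the NGFI-A reporter; 0% = median of COUP-TF2 test wells and 100% = reporter-only cells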
NR5A2 inv ag – suppresses constitutive activity of human LRH-1. HEK293T StAR-luciferase reporter, LRH-1 transfected, 24 h. O00482. inhibition, % at 3.6 µM. 360,000 tested, 0.13% active. AID 602396;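 active = inhibition above the mean inhibition of all tested compounds plus 3 SD, cut at about 73% in these data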;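 also: 0% = DMSO wells and 100% = reporter-only cells lacking LRH-1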
TROY NFkB inh – inhibitors of TROY-dependent NF-kB signaling. Q293 LMP1-TROYcd NF-kB luciferase reporter, 4 h. inhibition, % at 10 µM. 360,000 tested, 0.98% active;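 active = compounds whose plate-normalised and pattern-corrected inhibition of the luciferase reporter signal at the single screening dose is 50% or more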
TWEAK-Fn14 inh – TWEAK-Fn14 signaling inhibition. TWEAK-stimulated Fn14 reporter cells, luciferase luminescence, 8 h. inhibition, % at 10 µM. 360,000 tested, 2% active. AID 1159606; in the data active = inhibition above about 50%
TRAIL sens C8 – caspase-8 TRAIL sensitization; NB7+C8 cells + TRAIL, ATPlite viability luminescence; inhibition (viability loss, TRAIL sensitization), % at 10 µM; 360,000 tested, 1% active; AID 624354;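 active = compounds causing at least 50% loss of cell viability in the single-dose screen, relative to plate controls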
KKLEB cytotox – reduces viability of KKLEB cystic fibrosis airway cells | KKLEB CF airway cells viability, ATPlite luminescence, overnight; stronger effect = lower value; cells stimulated with P. aeruginosa culture filtrate | AID 602141 | 360,000 tested, 0.36% active | activity change (cytotoxicity), % at 5 µM;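 active = corrected activity change at or below -50% at 5 µM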
SRC3 inh – inhibitors of human steroid receptor coactivator 3 (SRC3); Q9Y6Q9; HEK293 GAL4-SRC3 luciferase reporter, luminescence; inhibition, % at 3.6 µM; 360,000 tested, 0.17% active;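 active = inhibition above a per-campaign cutoff, the mean of all compounds plus 3 SD, cut at about 60% in these data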;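 also: 0% = DMSO-treated cells and 100% = gossypol-treated cells at 36 µM; higher means less SRC3-driven luciferase light from the GAL4 reporter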
NCOA2 inhibitor – human SRC2 (NCOA2) inhibition. HEK293 GAL4-SRC2 luciferase reporter, luminescence. Q15596. inhibition, % at 9 µM. 370,000 tested, 0.17% active;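 active = inhibition above the mean inhibition of all tested compounds plus 3 SD, set per campaign, cut at about 52% in these data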;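 also: 0% = DMSO treated cells and 100% = cells given Gossypol at 36 µM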
Target sequence (Q15596 whole entry, looked up, the tested form may be a part): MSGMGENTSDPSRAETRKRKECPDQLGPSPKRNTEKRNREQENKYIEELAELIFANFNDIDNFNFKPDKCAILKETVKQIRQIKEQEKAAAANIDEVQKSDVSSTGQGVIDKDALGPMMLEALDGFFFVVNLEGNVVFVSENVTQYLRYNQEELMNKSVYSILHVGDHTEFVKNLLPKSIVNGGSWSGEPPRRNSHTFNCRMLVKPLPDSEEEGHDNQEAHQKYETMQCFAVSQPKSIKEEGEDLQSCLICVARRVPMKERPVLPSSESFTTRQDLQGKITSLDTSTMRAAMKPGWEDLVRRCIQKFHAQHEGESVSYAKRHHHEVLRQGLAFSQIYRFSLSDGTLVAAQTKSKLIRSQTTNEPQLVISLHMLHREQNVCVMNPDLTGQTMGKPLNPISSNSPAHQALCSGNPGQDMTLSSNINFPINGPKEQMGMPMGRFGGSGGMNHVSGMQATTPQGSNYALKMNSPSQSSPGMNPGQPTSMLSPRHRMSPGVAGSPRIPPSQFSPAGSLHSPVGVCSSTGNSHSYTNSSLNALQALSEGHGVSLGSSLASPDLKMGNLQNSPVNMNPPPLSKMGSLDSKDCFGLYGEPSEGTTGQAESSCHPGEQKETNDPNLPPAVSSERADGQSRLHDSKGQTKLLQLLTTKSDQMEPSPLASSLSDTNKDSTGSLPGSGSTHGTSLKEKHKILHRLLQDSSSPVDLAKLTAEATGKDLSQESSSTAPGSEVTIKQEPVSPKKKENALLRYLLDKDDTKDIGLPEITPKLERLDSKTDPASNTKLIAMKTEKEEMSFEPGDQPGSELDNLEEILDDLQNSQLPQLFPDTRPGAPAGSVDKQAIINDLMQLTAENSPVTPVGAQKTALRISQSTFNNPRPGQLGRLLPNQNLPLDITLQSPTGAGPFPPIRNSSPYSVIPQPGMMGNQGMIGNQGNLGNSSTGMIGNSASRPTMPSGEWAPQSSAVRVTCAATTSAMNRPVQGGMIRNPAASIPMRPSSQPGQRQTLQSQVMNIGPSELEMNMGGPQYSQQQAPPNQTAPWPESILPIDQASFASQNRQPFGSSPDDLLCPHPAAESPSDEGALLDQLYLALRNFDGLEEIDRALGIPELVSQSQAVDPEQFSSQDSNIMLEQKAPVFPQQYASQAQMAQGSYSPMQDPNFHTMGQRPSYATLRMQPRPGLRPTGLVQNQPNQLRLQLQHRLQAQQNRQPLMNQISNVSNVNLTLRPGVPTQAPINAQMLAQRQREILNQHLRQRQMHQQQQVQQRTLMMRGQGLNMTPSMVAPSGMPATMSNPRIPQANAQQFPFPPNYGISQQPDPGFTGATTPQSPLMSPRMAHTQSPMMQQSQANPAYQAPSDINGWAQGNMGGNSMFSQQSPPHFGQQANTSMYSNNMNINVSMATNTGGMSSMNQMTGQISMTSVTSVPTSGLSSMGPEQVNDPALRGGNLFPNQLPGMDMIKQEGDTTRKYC
An asterisk follows results filed as active; x = not tested or not shown.

SMILES	SRC1 inh	CF NFkB block	EBV LMP1 NFkB	COUP-TFII inh	NR5A2 inv ag	TROY NFkB inh	TWEAK-Fn14 inh	TRAIL sens C8	KKLEB cytotox	SRC3 inh	NCOA2 inhibitor
CCn1cc(CN2CCc3c([nH]c4ccccc34)C2c2cccc(O)c2)c(C)n1 (stereo unspecified)	-20	-16	4	-5	21	9	7	3	-10	10	-12
COC(=O)/C(C#N)=C/c1ccc(OC(=O)c2ccccn2)cc1	5	-8	-7	-6	-6	-18	-3	-12	12	-3	3
CC(C)c1cccc(C(C)C)c1NC(=O)COC(=O)C1CCC1	9	14	-5	6	10	-14	-7	-8	-7	14	-10
COc1ccc(OC)c(NC(=O)[C@@H]2CCCN2C(=O)c2cccs2)c1	-2	6	2	x	-9	-34	-27	-3	5	11	x
Cc1ccc(/C=C(\C#N)C(=O)NC(C)c2ccccc2)o1 (stereo unspecified)	-59	14	-7	-10	-18	-8	2	5	-17	1	-8
CC(C)(C)NC(=O)C1c2ccccc2OCC(=O)N1Cc1cccnc1 (stereo unspecified)	x	x	x	1	-2	-3	-14	3	x	x	0
CCOC(=O)C1NN=C(C(=O)c2ccccc2)C1c1ccc(OC)cc1 (stereo unspecified)	9	13	3	-8	13	10	0	20	-9	11	-20
O=C(Cc1ccccc1F)NCC1(N2CCOCC2)CCCCC1	2	-3	-8	15	-6	23	7	12	4	-4	13
CCCCc1nnc(NC(=O)Cc2ccc(S(=O)(=O)N3CCOCC3)s2)s1	-19	-16	-8	-7	10	15	-12	7	-10	10	-26
O=C(NCc1ccc(F)cc1)C(=O)Nc1nc(C23CC4CC(CC(C4)C2)C3)cs1	6	-7	15	6	-20	13	47	16	-2	11	-12
CCOC(=O)C(C)NC(=O)CCc1nnc2ccc(N3CCC(C)CC3)nn12 (stereo unspecified)	6	4	-8	11	6	-2	-1	23	-2	-5	-11
Cc1ccccc1C(=O)OCc1cnc(Cl)s1	2	-8	-2	7	13	0	-22	-7	2	7	-5
COc1ccc(-n2c(Cc3cccn3C)nnc2SCC(=O)NCc2ccco2)cc1	1	-1	4	-4	-2	9	9	-11	4	11	-12
CC(=O)c1ccc2c(c1)N(Cc1ccc3ccccc3c1)C(=O)C(C)S2 (stereo unspecified)	8	1	x	5	10	-1	-10	7	-17	-15	6
CN(CC(=O)N1CCN(c2ccccc2)CC1)S(=O)(=O)c1cccs1	-17	24	-3	-8	-7	-6	-1	2	-7	-22	-10

The closing 2 compounds of the section above come first, to join the parts.
SMILES	SRC1 inh	CF NFkB block	EBV LMP1 NFkB	COUP-TFII inh	NR5A2 inv ag	TROY NFkB inh	TWEAK-Fn14 inh	TRAIL sens C8	KKLEB cytotox	SRC3 inh	NCOA2 inhibitor
CC(=O)c1ccc2c(c1)N(Cc1ccc3ccccc3c1)C(=O)C(C)S2 (stereo unspecified)	8	1	x	5	10	-1	-10	7	-17	-15	6
CN(CC(=O)N1CCN(c2ccccc2)CC1)S(=O)(=O)c1cccs1	-17	24	-3	-8	-7	-6	-1	2	-7	-22	-10
O=C(Nc1ccccc1C(F)(F)F)c1ccccn1	-17	-5	-10	7	-1	-8	-9	6	-3	-7	-18
CCC(C)C(NC(N)=O)C(=O)Nc1ccc(C)c(Cl)c1 (stereo unspecified)	2	2	-2	18	6	-3	0	-2	4	6	2
CON/C=C(\C=Nc1ccc(F)cc1)c1ncc(C(F)(F)F)cc1Cl	-15	2	-13	1	0	23	17	-16	1	-6	-14
CCCCCCn1cc(CN2CC(N3CCSCC3)CS2(=O)=O)nn1 (stereo unspecified)	x	x	x	-11	12	-7	-4	-16	x	x	-1
CC(=O)Oc1c(S(=O)(=O)c2ccc(C)cc2)c(C)nn1-c1ccccc1	-3	18	-3	16	2	1	2	-3	0	-2	-54
O=C1c2ccccc2C(=O)N1OCc1ccccc1	-39	-1	5	5	-8	-9	-19	10	-11	-6	13
CNC1=CC(=O)CC(c2ccccc2)C1 (stereo unspecified)	-28	0	0	6	-7	-5	-17	-7	-8	6	-4
CC1=NOC(=O)/C1=C/c1ccc(O)cc1	-6	5	-2	-6	-5	-16	-17	1	-6	9	15
CCOc1cccc(C(=O)Nc2nnc(-c3cccs3)s2)c1	-61	3	2	-20	-69	-36	26	25	1	-52	-9
CC(C)CN(C(=O)COC(=O)Cc1cccc2ccccc12)c1c(N)n(Cc2ccccc2)c(=O)[nH]c1=O	9	35	11	5	-6	6	-6	0	0	15	-4
O=C(COC(=O)c1cccs1)Nc1cccc(S(=O)(=O)N2CCCCC2)c1	-16	-6	-7	2	-31	3	8	21	-4	-10	-25
O=c1oc2ccccc2c(N2CCCCC2)c1CN1CCCCC1	-5	-1	6	6	22	30	-10	-3	1	0	-9
O=C(Nc1ccc(F)cc1F)c1ccc(-n2cccn2)nc1	-38	-9	3	-11	-17	-5	-9	-22	2	2	-28
COc1ccc(OC)c(Nc2nc(N)nc(CSc3nnc(N)s3)n2)c1	-7	0	-5	x	30	0	16	-7	-3	1	x
COc1ccc(C(=O)N/C(=C\c2cn(C)c3ccccc23)C(=O)N2CCN(C)CC2)cc1	3	1	0	12	-9	8	2	-2	6	11	-12
Cc1ccc(S(=O)(=O)N2CCOCC2)cc1NC(=O)c1cccc(S(=O)(=O)N2CCCC2)c1	8	14	0	2	3	9	4	2	8	9	-1
COc1ccccc1-n1c(SCC(=O)N(C)C)nnc1-c1ccco1	-8	-6	-6	-21	14	7	0	-3	14	0	8
COC(=O)c1c(NC(=O)CN2C(=O)NC3(CCC(C)CC3)C2=O)sc2c1CCC2 (stereo unspecified)	-14	-5	-3	0	-1	-20	-11	0	1	2	-9
COc1cc(C(=O)N/N=C/c2ccccn2)cc(OC)c1OC	-20	14	-13	-65	32	18	19	-26	-10	5	11
COc1ccccc1OCCNC(=O)Cc1ccc(Cl)c(Cl)c1	13	9	-2	5	-11	1	23	-2	-6	18	6
COc1cc(C(C)=O)ccc1OCC(O)CN1CCN(c2ccccn2)CC1 (stereo unspecified)	-26	-13	2	-26	-16	-8	108*	-9	5	2	-29
OC(CCc1ccncc1)COc1ccccc1 (stereo unspecified)	3	15	-1	0	-2	-21	-5	-4	1	-9	15
CCOc1ccc(NC(=O)CN2C(=O)CSC(C)C2=O)cc1 (stereo unspecified)	-5	4	-1	-2	31	-35	-24	11	8	-6	-27
O=C(CSc1nnc(Nc2ccccc2)s1)NC1CCS(=O)(=O)C1 (stereo unspecified)	-10	13	5	-37	-12	-8	4	3	-8	8	14
Nc1ncnc2nc(SCc3ccccc3)[nH]c12	-1	21	-1	1	7	18	1	-1	-12	-1	10
CCOc1cc(C(=S)N2CCCC2)ccc1OCc1ccccc1	8	14	-12	6	-8	-20	5	-13	-6	-9	19
CC(=O)c1ccc(NS(=O)(=O)c2ccc3c(c2)N(C(C)=O)CCO3)cc1	9	3	-2	-23	4	7	-9	-6	-4	-10	-14
O=C(c1ccccc1)N1CCCc2ccccc21	-11	8	-1	12	-11	-6	-10	9	2	15	3
CN(CC(=O)Nc1ccc2c(c1)OCO2)S(=O)(=O)c1cccs1	-100	-9	-16	-24	-64	-46	-10	-3	6	-57	-69
CCCc1noc2c1/C(=N\O)CC(c1ccccc1)C2 (stereo unspecified)	-30	3	3	-9	-38	-12	-5	12	-1	-8	-19
CC12CCC(C(=O)N/N=C/c3ccc(O)cc3)(OC1=O)C2(C)C (stereo unspecified)	-8	3	4	-16	-11	-6	-11	16	-3	4	9
CC(C)Cc1cc(C(=O)Nc2ccccc2)c2ccccc2n1	4	-2	0	16	-12	9	6	21	7	14	8
CCc1nc(SCC(=O)NC2CC2)c2c(C)c(C)sc2n1	-6	24	-1	-3	-4	-9	20	-4	-17	-17	2
CSCCC(NC(=O)c1cccc([N+](=O)[O-])c1)c1nc2ccccc2[nH]1 (stereo unspecified)	-9	-11	-12	0	5	-19	3	-15	-3	6	-2
CCCCN(CC)CCCNC(=O)c1cn(C)c2ccc(S(=O)(=O)N(C)C3CCCCC3)cc2c1=O	12	-14	5	-31	-9	7	-1	-3	7	-3	4
O=C(CCNS(=O)(=O)c1ccccc1)N1CCC(Cc2ccccc2)CC1	-10	32	12	-8	-22	-1	4	-7	-20	-5	0
CC(OC(=O)c1ccccc1)C(=O)NCc1ccco1 (stereo unspecified)	-19	3	-1	-22	-2	-5	3	6	-2	11	-10
CN(Cc1ccccc1)C(=O)c1[nH]cnc1C(=O)Nc1ccc(Cl)cc1	-19	16	-11	-5	11	-5	5	6	-21	1	-22
CCNC(=O)c1ccccc1SCC(=O)Nc1ccc(F)cc1	11	-11	-2	2	7	-28	30	-3	3	12	-19
CCc1cc(-c2nnn(CCC3COCCO3)c2CC)cc(CC)c1-c1cn(Cc2ccc3ccccc3c2)nn1 (stereo unspecified)	-3	-20	0	33	-2	25	29	16	1	9	11
O=S(=O)(Cc1ccccc1)Nc1cccc(Br)c1	10	3	-1	0	24	-5	18	14	9	6	-12
CC(=C1C(=O)c2ccccc2C1=O)N1CCN(Cc2ccccc2)CC1	8	-14	-12	3	-9	20	10	-9	9	-14	8
CN(C(=O)COC(=O)CSc1ccc(C(N)=O)cc1[N+](=O)[O-])C1CCCCC1	-7	-11	8	-12	-20	5	5	14	5	6	-5
COc1ccc(-n2nnnc2SCC(=O)NCc2cccs2)cc1	1	-5	2	21	8	-12	-2	1	-8	13	-8
CC(=O)c1oc2ccccc2c1NC(=O)CN1CCCCC1	1	4	-4	5	-7	3	8	1	0	7	-10
O=C(CCSc1ccc(Cl)cc1)N1CCN(c2ncccn2)CC1	-40	-3	-32	-50	-53	-75	-10	3	-2	-63	-42
CCOC(=O)c1ccc(NC2c3ncccc3C(=O)N2Cc2ccc(F)cc2)cc1 (stereo unspecified)	-5	14	2	8	-1	1	-4	-14	0	6	16
CC(C)CN(CCC(=O)O)CC(C)C	5	4	-3	-3	4	9	2	-3	0	3	1
CCn1c(SCC#N)nc2cc(S(=O)(=O)N3CCOCC3)ccc21	3	-23	-18	16	20	16	-11	4	13	-4	12
O=C(O)CNC(=O)CC1S/C(=N/N=C2/NC(=O)CS2)NC1=O (stereo unspecified)	-20	27	-4	2	14	-7	-6	-12	-20	-7	-3
COc1ccc(C2CC(Cn3cc(C#N)c(=O)n(C)c3=O)ON2C)cc1 (stereo unspecified)	-3	-6	-9	-8	12	-20	3	9	7	5	8
COc1ccccc1NC1=Nc2cccc3cccc1c23	6	11	x	2	-21	-16	1	-1	-6	13	-22
N/C(=N\OC(=O)CCCOc1ccccc1)c1ccccc1	-9	-1	2	17	-2	-61	-18	0	-29	-14	-43
Cc1ccc(C(=O)NC(=S)NCc2cccnc2)cc1	-21	-19	-3	7	25	-10	-3	2	13	6	-21
C=Cn1cc[n+](CC(=O)c2cccs2)c1	-3	3	9	6	-3	8	-8	1	10	15	16
